Mot1-301 SUMO – blocks SUMOylation pathway, rescuing yeast Mot1-301 growth; growth rescue, % at 18.8 µM; AID 2716; 320,000 compounds, 1% hits; S. cerevisiae Mot1-301 growth rescue, ATP luminescence, 38.5C; percent above DMSO median, 100 means doubled;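 active = every valid replicate shows activation above 250% relative to neutral control wells; inactive = the rest, any valid replicate at or below 250%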;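 note: OY570 slx delta 5 strain wells were the positive control but not used for scaling; some compounds called inactive have numbers as strong as hits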
LANA DNA inh – inhibitors of KSHV LANA C-terminal domain DNA binding; inhibition, % at 9 µM; MBP-C-LANA/FAM-LBS DNA binding, fluorescence polarization; 340,000 compounds, 0.078% hits;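 active = highest replicate inhibition at or above 60% at 9 µM, even if other replicates fall short; inactive = all replicates below 60% inhibition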;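 note: 0% = neutral control wells and 100% = 4 µM acridine orange control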
PvdQ inh – P. aeruginosa PvdQ acylase inhibition | purified PvdQ acylase, fluorescence plate reader | inhibition, % at 10 µM | 340,000 compounds, 0.063% hits | AID 488965; in the data active = inhibition above about 30%, passing the limit was not always enough;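 note: 0% = vehicle neutral wells and 100% = reference inhibitor wells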
CDK5 inh – inhibitors of human CDK5/p35 kinase; Q00535+Q15078; inhibition, % at 10 µM; 330,000 compounds, 0.01% hits; Recombinant CDK5/p35, ADP-Glo luminescence, 60 min;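 active = highest replicate inhibition of at least 50% and at least 75% of replicates reaching 50%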;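 note: plate controls were DMSO neutral control for no effect and GW8510 at 10 µM for full effect; many of its hits are not listed in these tables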
Target sequence (Q00535 whole entry, looked up): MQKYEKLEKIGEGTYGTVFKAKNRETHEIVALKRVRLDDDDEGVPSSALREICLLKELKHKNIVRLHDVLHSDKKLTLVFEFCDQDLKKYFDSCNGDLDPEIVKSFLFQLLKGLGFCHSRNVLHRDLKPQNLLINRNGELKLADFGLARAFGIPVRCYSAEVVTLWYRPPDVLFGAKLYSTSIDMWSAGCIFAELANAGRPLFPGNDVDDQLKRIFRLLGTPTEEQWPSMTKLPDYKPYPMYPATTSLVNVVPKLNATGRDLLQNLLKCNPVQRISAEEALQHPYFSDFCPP
Target sequence (Q15078 whole entry, looked up): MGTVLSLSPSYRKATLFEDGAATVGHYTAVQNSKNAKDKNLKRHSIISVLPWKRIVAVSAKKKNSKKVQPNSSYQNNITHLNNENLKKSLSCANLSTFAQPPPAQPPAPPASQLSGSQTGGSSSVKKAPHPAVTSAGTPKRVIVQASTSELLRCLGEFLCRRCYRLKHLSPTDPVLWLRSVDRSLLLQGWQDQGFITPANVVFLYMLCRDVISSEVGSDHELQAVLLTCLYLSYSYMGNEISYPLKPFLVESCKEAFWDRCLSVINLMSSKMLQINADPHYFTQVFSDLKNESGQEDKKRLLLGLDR
RTF Ca sens inh – cardiac RTF calcium desensitization; P19429+P45379; IANBD-labeled cardiac RTF, Ca2+ fluorescence; inhibition, % at 7.15 µM; 340,000 compounds, 0.12% hits; AID 493244;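 active = inhibition above the mean inhibition of all tested compounds plus 3 SD, cut at about 17% in these data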;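 note: assay run at fixed EC70 calcium of 1.6 mM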
PfHsp90 set2 – inhibits growth of yeast expressing Plasmodium falciparum Hsp90 | S. cerevisiae expressing PfHsp90, BacTiter-Glo ATP, 48 h; yeast lacking PDR1 and PDR3 efflux regulators | inhibition, % at 9.4 µM | 310,000 compounds, 0.32% hits | AID 504621;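 active = every replicate shows inhibition above about 80%, whatever the replicate mean, limit read from the data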;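 note: 0% = DMSO neutral controls and 100% = 20 µM radicicol positive controls; yeast relying on Plasmodium falciparum Hsp90 in place of its own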
NSD2 inh – NSD2 (human) methyltransferase inhibition | O96028 | NSD2 peptide methylation, AlphaScreen, 120 min | inhibition, % at 12.5 µM | 310,000 compounds, 0.54% hits; in the data active = inhibition above about 50%
dFosB activator – enhances mouse delta FosB homodimer DNA binding. purified delta FosB, TAMRA-CDK5 oligo fluorescence polarization; percent of positive-control signal above neutral wells. 340,000 compounds, 0.99% hits. activation, % at 25 µM. P13346. AID 493131;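 active = mean activation above about 17%, with every replicate also reaching it, limit read from the data, passing the limit was not always enough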;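 note: fluorescence polarization rise as delta FosB binds a TAMRA Cdk5 AP-1 oligo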
Target sequence (P13346 whole entry, looked up): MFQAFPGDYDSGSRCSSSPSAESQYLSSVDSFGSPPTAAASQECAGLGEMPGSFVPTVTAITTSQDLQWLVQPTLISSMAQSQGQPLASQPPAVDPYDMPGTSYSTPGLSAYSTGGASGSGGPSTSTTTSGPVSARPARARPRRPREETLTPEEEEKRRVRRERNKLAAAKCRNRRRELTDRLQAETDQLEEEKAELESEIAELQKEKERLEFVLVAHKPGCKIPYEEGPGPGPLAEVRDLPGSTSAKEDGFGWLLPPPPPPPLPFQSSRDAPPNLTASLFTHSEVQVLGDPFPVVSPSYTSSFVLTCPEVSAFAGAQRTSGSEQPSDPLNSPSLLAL
cardiac RTF act – increases calcium sensitivity of human cardiac regulated thin filaments | 340,000 compounds, 0.24% hits | P19429+P45379 | IANBD-labeled TnC RTF fluorescence at EC20 calcium; 0% EC20 calcium, 100% full calcium | activation, % at 7.2 µM;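 active = activation above the mean over all tested compounds plus 3 SD, cut at about 30% in these data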;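 note: rise in fluorescence read as greater calcium sensitivity of cardiac thin filaments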
Keap1 Nrf2 FP – disrupts human Keap1 binding to Nrf2 peptide; Q14145; 340,000 compounds, 0.15% hits; Keap1 Kelch-Nrf2 peptide fluorescence polarization, 1536-well; AID 504523; inhibition, % at 9.4 µM; in the data active = inhibition above about 12%;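 note: human Keap1 Kelch domain with fluorescein labeled Nrf2 9mer peptide probe; 0% = neutral control wells and 100% = peptide positive control; higher means more block of Keap1 binding to Nrf2 peptide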
Rtt109 HAT inh – inhibitors of Candida albicans Rtt109/Vps75 histone acetyltransferase. Q5AAJ8. purified Rtt109/Vps75, ThioGlo CoA-SH fluorescence, 4 h. inhibition, % at 34.9 µM. 330,000 compounds, 0.16% hits;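 active = inhibition of at least 50% in every replicate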
* = called active by the depositor; . = not tested or not shown.

SMILES | Mot1-301 SUMO | LANA DNA inh | PvdQ inh | CDK5 inh | RTF Ca sens inh | PfHsp90 set2 | NSD2 inh | dFosB activator | cardiac RTF act | Keap1 Nrf2 FP | Rtt109 HAT inh
COc1ccc2[nH]c(=O)cc(C(=O)O)c2c1 | -1 | 15 | 4 | -0.8 | 4 | 27 | 31 | -10 | 1 | -4 | 8
O=C(c1cccc(C(F)(F)F)c1)N1CCCC1 | -3 | -1.1 | 6 | -0.2 | -3 | 15 | -2 | -2 | 3 | 2 | 6
COc1cccc(OC)c1C(=O)Nc1ccc(S(=O)(=O)N2CCCCC2)cc1 | 38 | 2.0 | 7 | 2.8 | 0 | 9 | . | -9 | 3 | -3 | 23
CC(C)[C@H](NC(=O)c1ccccc1)C(=O)OCC(=O)N1CC2(C)CC1CC(C)(C)C2 (some centres undefined) | 3 | 0.9 | -15 | -0.7 | -10 | 19 | -2 | -7 | 7 | -5 | 6
CC(C)(C)c1ccc(C(=O)c2c[nH]c(C(=O)O)c2)cc1 | 4 | 0.8 | 26 | 5.6 | -9 | -7 | -2 | 2 | -2 | -1 | 2
Cc1nc(N2CCN(S(=O)(=O)c3cccc4nonc34)CC2)c2c3c(sc2n1)CCCC3 | . | -0.8 | 3 | 5.0 | 12 | -16 | . | 0 | 11 | -5 | 2
Cc1nc(SCc2nc3c(O)cccc3[nH]2)c2oc3ccccc3c2n1 | -8 | -0.2 | -8 | -0.5 | -24 | 8 | . | 9 | -8 | 2 | 7
COc1ccc(N2C(=O)CSC2c2cccs2)cc1 (centres undefined) | 690 | -0.9 | 0 | -0.7 | 6 | 9 | -1 | 3 | -4 | -3 | -5
CCC(C)NC(=O)Cn1ccc2cc(S(=O)(=O)N3CCCCCC3)ccc21 (centres undefined) | -4 | -0.5 | -12 | . | 0 | -4 | -8 | -11 | 2 | -2 | 10
COc1ccc(OCCCC(=O)N2CCCc3ccccc32)cc1 | -3 | 0.3 | -12 | 1.4 | -7 | -8 | -3 | 5 | -1 | 0 | 11
O=C(NCc1ccc(N2CCCC2=O)cc1)c1cccc(Cl)c1 | 51 | -0.2 | -8 | -0.7 | -2 | -16 | -1 | -10 | -3 | 2 | 6
COc1cc(OC)nc(NC2OC(=O)c3ccccc32)n1 (centres undefined) | -9 | -0.8 | 0 | 0.2 | -6 | . | 104* | 2 | -1 | -2 | -3
COc1cc2ccccc2cc1C(=O)Nc1ccc(Br)cn1 | -9 | -1.6 | 6 | 0.4 | -7 | 10 | -3 | 4 | 2 | -3 | 59*
Cc1ccc(S(=O)(=O)N2CCN(C(=O)COC(=O)Cc3c(F)cccc3Cl)CC2)c(C)c1 | . | 2.3 | 11 | 2.2 | -2 | -19 | 0 | -12 | 2 | -3 | 11
O=C(NC1=NCCS1)c1ccc(OCC2CCCO2)cc1 (centres undefined) | -6 | 1.3 | 0 | -1.4 | -7 | -1 | -1 | 3 | 2 | 6 | -6
O=C1C(c2ccc(F)cc2)N(Cc2ccc3c(c2)OCO3)C(=O)CN1C1CCCC1 (centres undefined) | 8 | 0.0 | -11 | -0.5 | 1 | 9 | 2 | -7 | 1 | -5 | -8
CC(C)=CCN1CCN(CCCn2cccn2)CC1CCO (centres undefined) | -12 | -0.8 | -1 | -0.4 | 8 | 12 | 1 | 3 | 0 | 0 | .
CC(C)N(CCNC(=O)c1nn(Cc2ccccc2)c(=O)c2ccccc12)C(C)C | -7 | -0.6 | 7 | 1.8 | -10 | 0 | 15 | -4 | 4 | 1 | 1
COc1cc2[nH]c(C(=O)Nc3ccc4c(c3)OCCO4)cc2c(OC)c1OC | -15 | -0.2 | -10 | -0.9 | -3 | -2 | 0 | -7 | -5 | -5 | -22
COc1ccc(S(=O)(=O)NC(C)C)cc1-n1cnnn1 | -13 | -0.6 | 4 | 0.2 | -2 | 0 | 2 | 0 | -1 | 1 | -4
COc1ccc(CCC(=O)N/N=C\c2cccs2)cc1 | 18 | -0.3 | -3 | -0.2 | -6 | 25 | 2 | -5 | -2 | -3 | 1
O=C(CCN1CCCCC1)NNC(=O)C12CC3CC(CC(C3)C1)C2 | -4 | -1.2 | -15 | -0.7 | -1 | . | . | -2 | 0 | -5 | 3
CCC(C)NCCOCCOc1ccc(Cl)c(C)c1C (centres undefined) | 167 | 0.9 | 13 | -1.3 | -1 | 1 | 3 | -7 | 4 | 2 | 18
COc1cccc(C2N(c3ccc(Cl)cc3)C(=O)C3CCCN32)c1 (centres undefined) | -25 | -2.2 | -5 | 1.5 | -3 | -9 | . | 2 | 5 | -3 | 13

Compounds above containing a COOH group:
SMILES | Mot1-301 SUMO | LANA DNA inh | PvdQ inh | CDK5 inh | RTF Ca sens inh | PfHsp90 set2 | NSD2 inh | dFosB activator | cardiac RTF act | Keap1 Nrf2 FP | Rtt109 HAT inh
COc1ccc2[nH]c(=O)cc(C(=O)O)c2c1 | -1 | 15 | 4 | -0.8 | 4 | 27 | 31 | -10 | 1 | -4 | 8
CC(C)(C)c1ccc(C(=O)c2c[nH]c(C(=O)O)c2)cc1 | 4 | 0.8 | 26 | 5.6 | -9 | -7 | -2 | 2 | -2 | -1 | 2

(more compounds)
SMILES | Mot1-301 SUMO | LANA DNA inh | PvdQ inh | CDK5 inh | RTF Ca sens inh | PfHsp90 set2 | NSD2 inh | dFosB activator | cardiac RTF act | Keap1 Nrf2 FP | Rtt109 HAT inh
COC(=O)C1=C(N)OC2=C(C(=O)CCC2)C1c1cccs1 (centres undefined) | 7 | . | 1 | -1.3 | -17 | 22 | -2 | -6 | 10 | -6 | -29
CN(Cc1ccccc1)C(=O)CCC1CCN(C(=O)CC2=CCCCC2)CC1 | . | 1.6 | -4 | -1.3 | -8 | -8 | -3 | -4 | 1 | -4 | -3
Cc1ccc(OCc2nc(C#N)c(NCc3ccco3)o2)cc1 | -6 | -0.6 | 7 | 0.0 | -2 | 10 | 8 | -6 | -1 | 0 | 1
O=C(Cn1ccsc1=NC(=O)C(F)(F)F)c1ccccc1 | 1 | -2.4 | -10 | -1.9 | -2 | 5 | 9 | -2 | -3 | -8 | 0
CCC(C)c1ccccc1N1CC(C(=O)N2CCN(S(=O)(=O)c3cccc([N+](=O)[O-])c3)CC2)CC1=O (centres undefined) | . | . | 12 | -0.5 | -10 | -15 | 2 | 1 | -4 | . | .
Cc1oc2c(C)c(O)ccc2c(=O)c1N1C(=O)c2ccccc2C1=O | 7 | 2.4 | 7 | 0.4 | -6 | 11 | -1 | -3 | -3 | 2 | -4
Cn1c2c(c(=O)n(C)c1=O)C(CC(=O)Nc1ccccc1)C(=O)N2 (centres undefined) | 28 | 0.1 | -1 | 1.7 | 0 | 7 | 0 | 5 | -3 | 8 | 7
Cc1onc(-c2ccccc2Cl)c1C(=O)NNC(=O)c1ccc(F)cc1 | 73 | -1.5 | -19 | -3.2 | 0 | -28 | -1 | -3 | 2 | -4 | 1
Cc1cc(=O)oc2cc(OCC(=O)NCCCN3CCCC3=O)ccc12 | 7 | -0.7 | -13 | -0.3 | -5 | 14 | 2 | -2 | 1 | -2 | 9
Cc1cc(C)n2nc(C(=O)N3CCN(c4ccc([N+](=O)[O-])cc4)CC3)nc2n1 | -22 | -1.7 | -5 | -0.5 | -4 | . | 1 | -9 | 6 | -9 | 14
CCOC(=O)c1c(NC(=O)C2COc3ccccc3O2)sc2c1CCN(Cc1ccccc1)C2 (centres undefined) | 21 | -0.4 | 3 | -0.5 | 8 | -1 | -2 | -3 | 0 | 0 | -9
Cc1nc2ccc(NS(=O)(=O)c3ccc(F)c(F)c3)cc2s1 | -17 | . | 18 | 1.1 | -7 | 15 | 0 | 7 | 0 | -1 | 26
Cc1ccc(C(=O)Nc2ccc(N3CCCCC3)cc2)cc1 | 49 | -3.1 | 2 | -1.0 | 11 | 13 | . | 3 | -5 | -1 | 1
Cc1cc(Nc2ccccc2)nc(-c2ccccc2O)n1 | -3 | 1.4 | -10 | 0.7 | 6 | -58 | -2 | -5 | -4 | -7 | -1
O=C1C(=O)N(CC(=O)N2CCCC2)c2ccccc21 | 3 | -1.8 | -9 | 0.3 | 2 | -24 | 1 | 0 | 1 | -6 | -7
O=C(Cc1ccc(Br)cc1)Nc1ccccc1Cl | 11 | 0.8 | -17 | -2.0 | -5 | -18 | -1 | 1 | 4 | 4 | -6
CCOC(=O)c1sc2nc(N3CCCC3)c3c(c2c1N)CC(C)(C)OC3 | 4 | 1.0 | 16 | 0.0 | -3 | 2 | -5 | 0 | -3 | -4 | 15
c1ccc(-c2csc3ncnc(N4CCN(Cc5ccc6c(c5)OCO6)CC4)c23)cc1 | 31 | 0.0 | -16 | -0.7 | -14 | 4 | 1 | -7 | 0 | 0 | -2
Cc1ccc(/C=C2\C(=O)ON=C2c2ccccc2)o1 | 5 | 1.3 | 26 | -0.6 | . | 32 | -1 | -2 | . | -2 | -7
COc1cc(S(=O)(=O)NCCN2CCOCC2)c(OC)cc1Cl | 2 | -0.6 | -9 | 2.1 | 6 | 14 | -1 | -5 | 8 | 3 | -5
CCOC(=O)N1CCN(C(=O)c2ccc(S(=O)(=O)c3ccc(C)cc3)c(NC(C)=O)c2)CC1 | 16 | -2.5 | -9 | -3.2 | 6 | 10 | 0 | -3 | -5 | 0 | -1
COc1cc(CCC(=O)O)on1 | -12 | 1.0 | -10 | -0.8 | 0 | -3 | -5 | -5 | -5 | -6 | 3
Cc1cccc(N=C2CSC(=O)N2)c1 | -13 | 2.4 | -6 | -0.5 | -2 | 3 | -2 | -3 | -2 | 1 | -3
CCOC(=O)C1CCN(C2=C(NS(=O)(=O)c3ccc(Br)cc3)C(=O)c3ccccc3C2=O)CC1 | 5 | -1.4 | -8 | 0.8 | -17 | -23 | . | -8 | 0 | 2 | -3
O=C(Nc1nc2c(cc3c4c(cccc42)CC3)s1)c1ccccc1Cl | 14 | -1.8 | 16 | -0.2 | 16 | 6 | -2 | -12 | 0 | -1 | 14
COCCN(Cc1cn[nH]c1-c1ccc2cc(OC)ccc2c1)C(C)C | 12 | -0.8 | -12 | -0.9 | 5 | 5 | 0 | -7 | -2 | -1 | -1
CCc1nnc(NC(=O)c2ccc(S(=O)(=O)N3CCN(Cc4ccccc4)CC3)cc2)s1 | -3 | -0.3 | -6 | 0.6 | -15 | . | 3 | 0 | 4 | 2 | 2
O=C(Oc1cccc(Nc2ncnc3ccccc23)c1)c1ccccc1Cl | -28 | 1.1 | -2 | -2.0 | 3 | -26 | . | -4 | -7 | -5 | -2
COc1ccc(/C(O)=C2/C(=O)C(=O)N(CC3CCCO3)C2c2cccc(OC)c2)cc1 (centres undefined) | 1 | 0.2 | -6 | 0.3 | 12 | 11 | 37 | 0 | 5 | 0 | 9
CC1CCCC(NC(=O)CSc2ncccn2)C1C (centres undefined) | 2 | -2.8 | 17 | 1.0 | -1 | -4 | 1 | -6 | 1 | -2 | 5
O=C(CN1CCN(Cc2ccccc2)CC1)NCCc1ccccc1 | 15 | 2.2 | -6 | -1.5 | -5 | 3 | 2 | 4 | 9 | -1 | -4
